# Screens (PubChem BioAssay)
# RmlCD inh 1536 – M. tuberculosis RmlC/RmlD coupled enzyme inhibitors, primary screen, biochemical, compound mixtures, 384-well, from 1536-well plates | dTDP-4-dehydrorhamnose reductase (Mycobacterium tuberculosis (strain ATCC 25618 / H37Rv)) … | RmlC+RmlD coupled enzyme assay, percent inhibition; primary screen in compound mixtures | inhibition, % at 3.6 µM | hit rate 0.03% among 160,000 | AID 1533, 2009; in the data active = inhibition mostly above about 34%, no sharp cut-off; inconclusive = no clear call, values can overlap the other calls; inactive = mostly below about 22%; also: some results filed as inactive read as strong as hits
# Target sequence (P9WH09 whole entry, looked up): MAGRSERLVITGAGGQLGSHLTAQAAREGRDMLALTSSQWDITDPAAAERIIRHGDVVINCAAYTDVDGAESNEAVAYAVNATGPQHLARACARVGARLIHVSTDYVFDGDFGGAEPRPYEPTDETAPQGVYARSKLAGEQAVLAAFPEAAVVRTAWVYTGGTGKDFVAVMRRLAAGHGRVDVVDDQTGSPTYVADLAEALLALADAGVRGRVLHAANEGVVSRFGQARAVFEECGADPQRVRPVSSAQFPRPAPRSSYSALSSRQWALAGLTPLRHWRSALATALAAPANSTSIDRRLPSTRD
# Target sequence (P9WH11 whole entry, looked up): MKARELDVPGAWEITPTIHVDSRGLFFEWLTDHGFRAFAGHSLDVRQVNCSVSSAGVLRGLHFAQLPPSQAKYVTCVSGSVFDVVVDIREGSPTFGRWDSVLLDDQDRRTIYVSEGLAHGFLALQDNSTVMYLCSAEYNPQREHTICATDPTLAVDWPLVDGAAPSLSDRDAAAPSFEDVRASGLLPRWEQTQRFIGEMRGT
# GlmU inhibition – inhibition of mycobacterial GlmU enzyme – biochemical, glucosamine-1-phosphate acetyltransferase (AID 1376). inhibition, %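 (tested at 30 µM in the primary screen)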, or IC50 in µM where a hit was titrated. M. tuberculosis GlmU acetyltransferase enzyme assay; higher % means a stronger effect. hit rate 0.25% among 220,000; in the data active = inhibition above about 13%; inconclusive = no clear call, values can overlap the other calls;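 also: 0% = complete reaction with vehicle and 100% = reaction without substrate; strong numbers were not always called active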
# * marks the source's active call; other numbers are inactive results; ? = inconclusive; . = not tested or not shown; & = joins results of further samples. Not all compounds are listed. The share of hits here may be higher or lower than overall.
# Every second line gives: RmlCD inh 1536, GlmU inhibition
- N#CC(c1ccc(O)cc1)N1CCCCC1 (configuration not stated)
    ., -0.6%
- O=C(NC1CCCCC1)Sc1ccc(Cl)cc1
    ., 0.6%
- O=C(NCCOCCOCCNC(=O)c1ccccc1)c1ccccc1
    ., 1.8%
- COc1ccc(-c2nc(C)sc2CC(=O)O)cc1OC
    8.0, -3.5%
- COc1cccc(NC(=O)COC(=O)CCS(=O)(=O)c2ccc(C)cc2)c1
    -5.3, -3.1%
- O=C(NCc1cccnc1)c1cn(CCc2ccccc2)nn1
    ., 2.1%
- Nc1nc(NC(=O)C(Cl)(Cl)Cl)nn1-c1ccccc1
    ., 1.1%
- Cc1cc(=O)oc2c(CN(CC(C)C)CC(C)C)c(O)ccc12
    18.5, 2.4%
- O=C(c1cccc(C(F)(F)F)c1)C1CCCN(C(=O)CCc2cnccn2)C1 (configuration not stated)
    ., 3.0%
- Cc1ccccc1N(CC(=O)N1CCOCC1)S(C)(=O)=O
    -1.1, -4.3%
- Cn1c(SCc2c(Cl)cccc2Cl)nnc1-c1ccc2nonc2c1
    ., -8.4%
- COC(=O)c1ccc(C(C(=O)NC2CCCCC2)N(Cc2ccccc2)C(=O)Cc2cccs2)cc1 (configuration not stated)
    3.4, 0.0%
- O=S(=O)(Nc1ccc(Cl)nn1)c1ccccc1
    -1.2, -0.3%
- Cc1c(-c2ccccc2)nc2ccccc2c1C(=O)O
    ., 6.0%
- CN(C)c1cccc(C(=O)OCc2cc(=O)oc3cc(O)ccc23)c1
    11.2, 12.1%
- Cn1c(N/N=C/c2cccs2)nc2c1c(=O)n(Cc1ccccc1)c(=O)n2C
    ., 2.2%
- COc1cc(NC(=S)NNC(=O)C(C)(C)O)cc(OC)c1
    3.6, 1.7%
- Cc1cc(C)c(C#N)c(SCc2ccccc2C(=O)O)n1
    -6.5, 8.5%
- CN(CC(=O)Nc1cccc2c1CCCC2)S(=O)(=O)c1ccc(Cl)cc1
    11.2, 1.9%
- Cc1ccc(S(=O)(=O)NC(=NC(C)C)c2ccccc2)cc1
    ., 1.6%
- Cc1ccc(NS(=O)(=O)c2cc([N+](=O)[O-])ccc2N/N=C/c2sc(N3CCOCC3)nc2-c2ccccc2)c(C)c1
    -9.9, 5.2%
- NNC(=O)CNC(c1ccccc1)c1cc(Br)ccc1N (configuration not stated)
    ., 1.2%
- CN(C)c1ccc(/C=C/C(=O)c2cccnc2)cc1
    ., 5.6%
- O=C(CSc1ncccc1C(=O)O)c1ccc2ccccc2c1
    9.0, 2.0%
- CN(Cc1ccccc1)c1nc(N)c([N+](=O)[O-])c(NCc2ccccc2)n1
    -10.2, -2.9%
- COc1ccc(C)cc1N(C(=O)COc1cccc(F)c1)c1nc2ccccc2s1
    10.3, 2.6%
- CCN1CCN(C(=O)/C=C/c2ccc([N+](=O)[O-])cc2)CC1
    ., 0.6%
- CCOC(=O)c1ccc(NC(=O)CC2OCCN(CC)C2=O)cc1 (configuration not stated)
    11.0, -3.9%
- O=C(CCNC(=O)c1ccccc1)NCC1CCCCC1
    8.6, 3.0%
- O=c1[nH]c2ccccc2cc1-c1nnn(-c2ccc(Cl)c(Cl)c2)n1
    ., -0.5%

# Taken from above:
# GlmU inhibition, O=C(CCNC(=O)c1ccccc1)NCC1CCCCC1 : 3.0%
# RmlCD inh 1536, COc1ccc(C)cc1N(C(=O)COc1cccc(F)c1)c1nc2ccccc2s1 : 10.3

# (listing goes on)
# Every second line gives: RmlCD inh 1536, GlmU inhibition
- O=C(NCc1cccnc1)/C(=C\c1ccc(-c2ccc(Br)cc2)o1)S(=O)(=O)c1ccccc1
    7.6, 0.8%
- Cc1ccc2c(c1)C(c1ccc([N+](=O)[O-])cc1)=NNC(c1ccc(Br)cc1)=N2
    3.1, 2.6%
- O=C(NCc1ccco1)c1ccc(Cl)nc1
    -9.8, 2.3%
- CC(C)CCn1c(CN2CCN(c3cccc(Cl)c3)CC2)nc2c1c(=O)n(C)c(=O)n2C
    ., -0.9%&1.1%
- CCn1c(NCc2cccc(OC)c2OC)nc2ccccc21
    ., -2.8%
- O=C(NC1CC1)C1=C[C@H](C2CCCCC2)C[C@H](OCCCCO)O1
    ., 0.1%
- CCOC(=O)N/N=C/c1cn(Cc2ccc(F)cc2)c2ccccc12
    93.0, 4.0%
- O=C(NC1CCCCCC1)c1c2c(nc3ccccc13)CCN(Cc1ccccc1)C2
    -18.6, -4.3%
- CC(C)(C)c1cc(=O)[nH]c(SCc2ccccc2Cl)n1
    ., -8.1%
- C=Cc1ccc(CSc2cc(C)nc3nc(C)nn23)cc1
    3.7, 5.2%
- COc1ccc(CCNC(=O)c2cn3ccc(C)cc3n2)cc1OC
    18.4, -7.2%
- CCOC(=O)c1ccc(NC(=O)C2CCCN(S(=O)(=O)c3ccc(F)cc3)C2)cc1 (configuration not stated)
    ., 4.1%
- C=CCNc1nc(N)c(C(=O)c2ccc3c(c2)OCO3)s1
    5.8, 3.5%
- CCc1nc(C)cn1S(=O)(=O)c1cc(OC)c(C)cc1C
    -6.7, 2.8%
- COc1ccc(OC)c(S(=O)(=O)N2CCC(C(=O)N(C)Cc3ccccc3)CC2)c1
    -1.7, 1.2%
- Cc1ccc(C(=O)NCC(=O)OC(C)C(=O)NCCC2=CCCCC2)cc1C (configuration not stated)
    ., -2.9%
- NC(=O)c1ccccc1NC(=O)c1ccccc1S(=O)(=O)c1ccccc1[N+](=O)[O-]
    8.7, 2.6%
- COCCOC(=O)C1=C(N)Oc2c(c(=O)oc3ccccc23)C1c1ccncc1 (configuration not stated)
    ., -1.8%
- COc1cccc(NC(=O)CN2CCN(S(=O)(=O)c3ccc(F)cc3)CC2)c1
    -7.4, 2.4%
- Oc1ccc(Br)cc1-c1cc(-c2ccccc2F)[nH]n1
    7.9, -2.6%
- Cn1cccc1/C=C1\C(=O)NC(=O)N(Cc2ccccc2)C1=O
    ., 13.2%*
- COC(=O)C1CC(O)CN1C(=O)Nc1ccccc1 (configuration not stated)
    13.4, -1.0%
- CC1CCCCN1C(=S)NC(=O)c1cccs1 (configuration not stated)
    -9.4, -2.9%
- Cc1ccc(/C=C/C(=O)Nc2cccc3cccnc23)o1
    16.1, 6.8%
- CC(=O)NS(=O)(=O)c1ccc(N=NN2CCCCCC2)cc1
    -0.2, -6.4%
- Cc1ccc(CSc2nnc(-c3ccccn3)n2N)cc1
    -11.8, 1.0%
- CCCS(=O)(=O)N1CCCC(C(=O)NC2CCCCC2)C1 (configuration not stated)
    -5.3, 8.9%
- CNC(=O)c1[nH]cnc1C(=O)Nc1ccccc1C
    ., -1.9%
- CCOC(=O)c1[nH]c2ccccc2c1NC(=O)CN(C)C
    -8.8, -0.8%
- COc1ccc2nnc(-c3ccc(C(F)(F)F)cc3)n2n1
    2.4, -0.5%

# The last two records of the part above open the next one:
# Every second line gives: RmlCD inh 1536, GlmU inhibition
- CCOC(=O)c1[nH]c2ccccc2c1NC(=O)CN(C)C
    -8.8, -0.8%
- COc1ccc2nnc(-c3ccc(C(F)(F)F)cc3)n2n1
    2.4, -0.5%
- CC(=O)Nc1ccc(OCC(O)Cn2nc(C)c(C(C)=O)c2C)cc1 (configuration not stated)
    ., 2.5%
- CCOC(=O)Cn1c(N2CCCCCC2)nc2c1c(=O)[nH]c(=O)n2C
    ., 7.9%
- CCCN1Cc2cccc(C(=O)NC3CCCC3)c2C1=O
    ., 5.2%
- OC(CNCCCN1CCCCC1)COc1ccccc1 (configuration not stated)
    ., 0.8%
- O=C(Nc1cccc(F)c1)c1ccccc1-c1ccccc1
    10.2, 0.6%
- COc1ccc(C2C3=C(CC(C)(C)CC3=O)Nc3n[nH]c(C)c32)cc1 (configuration not stated)
    ., 0.2%
- O=C1CN(C(=O)c2ccco2)C(c2ccc(F)cc2)c2cc(Cl)ccc2N1 (configuration not stated)
    ., -1.5%
- Cc1cccc(-n2ncc(C#N)c2-n2cccc2)c1
    6.0, -3.1%
- O=C(Nc1nnc(SCc2ccccc2F)s1)c1ccco1
    ?, 0.0%
- CC(C)(C)c1ccc(/C=N/OCC(=O)NCc2ccccc2)cc1
    ., 6.5%
- Oc1ccc2cccnc2c1
    8.3, -1.0%
- CCCn1c(O)c(N=N)c2ccccc21
    -8.0, 1.2%
- Cc1ccc(C)c(N2CCN(C(=O)C3CCN(S(=O)(=O)c4cccc5nsnc45)CC3)CC2)c1
    -0.6, .
- COc1cc2[nH]c(=S)n(Cc3ccccc3)c(=O)c2cc1OC
    -3.0, -1.0%
- COc1ccccc1NC(=S)N(CCN1CCOCC1)Cc1ccccc1F
    -9.0, 4.3%
- CC1CCN(C(=O)CNS(=O)(=O)c2ccc(Br)s2)CC1
    -5.6, -2.4%
- Cc1cc(C(F)F)n2nc(C(=O)Nc3c(F)cc(F)cc3Br)nc2n1
    13.4, -5.8%
- CC(C)(C)NC(=O)CSc1nc(N)c(NC(=O)c2ccccc2F)c(=O)[nH]1
    -5.5, -4.4%
- CC(=O)N1CC(=O)N=C1SCC(=O)Nc1nc(C)c(-c2ccccc2)s1
    -10.2, 3.9%
- COc1ccc2[nH]c(=O)c(CN(C(=O)c3cccnc3)c3ccccc3)cc2c1
    ., 3.6%
- O=C(NCc1ccco1)c1cccnc1Cl
    0.1, 7.3%
- Oc1c(Br)cc(Br)cc1C=Nc1ccc2c(c1)OCO2
    -13.1, 4.1%
- Cc1ccccc1-n1nc(C)c2c1N=C1C(Cl)=CC(Cl)=CN1C2c1ccc(C(=O)O)cc1 (configuration not stated)
    -13.7, -1.8%
- O=C(COc1ccccc1)Nc1ccc2[nH]c(=O)[nH]c2c1
    -8.8, 0.2%
- Cc1nc(CNS(=O)(=O)c2cc(C)c(C)cc2C)cs1
    0.8, -3.2%
- COC(=O)c1cccc(COC(=O)c2ccc(N(C)C)cc2)c1
    ., -2.5%
- CCSc1nc(=S)n(-c2ccccc2)c(C)c1C(C)=O
    4.6, -5.0%
- Cc1cccc(NC(=O)CN2C(=O)S/C(=C\c3ccccn3)C2=O)c1
    ., 8.7%
- NC1=NC(=O)/C(=C\c2cc([N+](=O)[O-])ccc2Cl)S1
    5.0, -5.0%
- CCCCCc1nnc(NC(=O)c2ccc(=O)n(C)n2)s1
    -5.7, 1.5%
- O=C(C[n+]1ccccc1)N/N=C/c1ccc(F)cc1
    9.6, 5.2%
- Cc1ccc(C2CC(C(F)(F)F)n3ncc(C(N)=O)c3N2)cc1 (configuration not stated)
    ., -2.8%
- C=CCOC(=O)c1[nH]c2c(c1C)C(=O)CC(c1cc(OC)c(OC)c(OC)c1)C2 (configuration not stated)
    ., 0.5%
- Cc1ccc(NC(=O)CN2C(=O)C3CCCCN3C(=O)c3ccccc32)cc1 (configuration not stated)
    16.6, -3.6%
- COc1ccc(S(=O)(=O)Nc2cc(C(=O)NC(C)C)ccc2N2CCOCC2)cc1
    3.6, 4.2%
- O=C(N/N=C\C=C\c1ccc2c(c1)OCO2)C1COc2cc3ccccc3cc2O1 (configuration not stated)
    ., -4.7%
- CCOC(=O)N1CCN(c2c(NCC3CCCO3)c(=O)c2=O)CC1 (configuration not stated)
    -6.6, -0.5%
- COc1ccc(-c2nnc(N(C)C(=O)c3ccno3)s2)cc1
    ., -2.4%
- C=C1CCN(C(CC(C)C)C(=O)OC)S(=O)(=O)c2ccccc21 (configuration not stated)
    ., -0.6%
- O=C(Cc1ccccc1)N/N=C\c1ccc(Br)o1
    0.0, 2.1%
- Cc1ccc(Cl)cc1N1CCN(C(=S)NCc2ccco2)CC1
    -0.7, 4.8%
- COc1ccc(C2(C#N)CCN(C)CC2)cc1
    6.6, 6.2%
- Cc1ccc(NC(=O)/C(=C\c2ccccc2)NC(=O)/C=C/c2ccccc2)cc1
    4.9, -5.8%
- CCOC(=O)c1cc(C(=O)OCC)cc(-n2c(C)cc(C(=O)CN3CCOCC3)c2C)c1
    -8.0, 0.2%
- COc1ccc(OC)c(N(CC(=O)Nc2cccnc2)S(=O)(=O)c2ccc(OC)c(OC)c2)c1
    11.5, -0.4%
- Cc1nc2c(-c3ccc(F)cc3)c(C)nn2c(C)c1CCC(=O)Nc1ccc(F)cc1F
    9.1, 9.4%
- Cc1ccc(-c2nc(C)sc2CC(=O)Nc2cccc(C)c2C)cc1
    2.0, -4.1%
- O=S(=O)(Nc1ncccn1)c1ccc(NS(=O)(=O)c2cccc(Cl)c2Cl)cc1
    -8.5, 1.9%
- CCn1c2ccccc2c2nnc(NN)nc21
    11.3, -1.2%
- CC(=O)O[C@@H]1[C@H]2CC[C@@H]3[C@]1(C[C@@H](OC(C)=O)[C@@]1(O)C([C@@H]4O[C@@H]4C1(C)C)[C@]3(C)O)C[C@@]2(C)O (some centres not stated)
    ., 1.8%

# More compounds:
# Every second line gives: RmlCD inh 1536, GlmU inhibition
- O=C(COC(=O)Cc1c(Cl)cccc1Cl)Nc1ccc(OC(F)(F)F)cc1
    ., 1.3%
- CCCCn1c(-c2nonc2N)nc2ccccc21
    -5.2, 6.2%
- CCN(CC)S(=O)(=O)c1cc(C(=O)N(C)CC(=O)Nc2ccc(Cl)cc2)ccc1Cl
    ., -1.6%
- CCN(CC)C(=O)c1[nH]cnc1C(=O)N[C@@H](C)C(=O)OC(C)(C)C
    ., -5.1%
- Cc1cc(C)nc(-n2nc(C)cc2NC(=O)CN2CCCC2)n1
    14.1, -4.3%
- O=C(CSc1nnnn1C1CCCCC1)N1c2ccccc2Sc2ccccc21
    3.8, -0.8%
- O=C(Oc1ccccc1)c1ccc(NC(=O)c2ccco2)cc1
    3.1, 6.2%
- Clc1ccc(CNc2cnccn2)cc1
    6.0, -4.4%
- O=C(NCc1ccccn1)NC1CCCCC1
    1.3, 5.1%
